Kir21 inh = blocks the mouse Kir2.1 inward-rectifier potassium channel; 310,000 compounds, 0.85% hits; HEK293-Kir2.1, FluxOR thallium flux fluorescence; active compounds read low; B-score at 10 µM;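 active = fluorescence ratio B-score at or below minus 3 SD of library scores, with starting-brightness B-score within 2 SD, cut at about -4.2 in these data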;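 also: channel flux triggered by added potassium and thallium sulfate stimulus; B-score of peak minus minimum fluorescence over baseline after thallium stimulus; more negative B-score means stronger Kir2.1 block with less thallium influx; some compounds called inactive have numbers as strong as hits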
Target sequence (P35561 whole entry, looked up): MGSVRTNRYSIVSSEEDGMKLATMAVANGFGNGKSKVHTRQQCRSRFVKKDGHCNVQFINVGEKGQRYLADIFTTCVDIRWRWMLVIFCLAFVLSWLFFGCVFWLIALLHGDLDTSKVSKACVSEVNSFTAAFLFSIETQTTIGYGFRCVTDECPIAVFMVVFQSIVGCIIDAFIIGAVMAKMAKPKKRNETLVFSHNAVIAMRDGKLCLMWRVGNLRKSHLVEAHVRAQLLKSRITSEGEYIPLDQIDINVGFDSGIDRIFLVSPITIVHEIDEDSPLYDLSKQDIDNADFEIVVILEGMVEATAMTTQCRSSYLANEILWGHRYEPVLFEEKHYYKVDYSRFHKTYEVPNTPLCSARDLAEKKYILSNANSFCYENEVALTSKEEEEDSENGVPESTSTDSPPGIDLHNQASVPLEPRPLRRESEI
KCNQ2 inh = KCNQ2 potassium channel inhibitors, primary screen, cell-based, CHO-K1, FluxOR thallium flux, B-score (AID 2156) | B-score at 10 µM | 310,000 compounds, 1.1% hits | 20 min; active compounds read low;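 active = fluorescence ratio B-score at most minus 3 library SDs, with starting brightness B-score within 2 library SDs, cut at about -5.5 in these data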
CHT block = human CHT choline transport inhibition | Q9GZV3 | CHT-expressing cells, membrane potential dye, choline response; active compounds read low | B-score at 10 µM | 310,000 compounds, 0.86% hits | AID 488975;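 active = B-score over 3 SD under the library average, and starting fluorescence ratio not unusually high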;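 also: choline stimulus applied at its EC90 after an EC20 pre-addition; B-score computed on integrated fluorescence ratio after choline addition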
Target sequence (Q9GZV3 whole entry, looked up): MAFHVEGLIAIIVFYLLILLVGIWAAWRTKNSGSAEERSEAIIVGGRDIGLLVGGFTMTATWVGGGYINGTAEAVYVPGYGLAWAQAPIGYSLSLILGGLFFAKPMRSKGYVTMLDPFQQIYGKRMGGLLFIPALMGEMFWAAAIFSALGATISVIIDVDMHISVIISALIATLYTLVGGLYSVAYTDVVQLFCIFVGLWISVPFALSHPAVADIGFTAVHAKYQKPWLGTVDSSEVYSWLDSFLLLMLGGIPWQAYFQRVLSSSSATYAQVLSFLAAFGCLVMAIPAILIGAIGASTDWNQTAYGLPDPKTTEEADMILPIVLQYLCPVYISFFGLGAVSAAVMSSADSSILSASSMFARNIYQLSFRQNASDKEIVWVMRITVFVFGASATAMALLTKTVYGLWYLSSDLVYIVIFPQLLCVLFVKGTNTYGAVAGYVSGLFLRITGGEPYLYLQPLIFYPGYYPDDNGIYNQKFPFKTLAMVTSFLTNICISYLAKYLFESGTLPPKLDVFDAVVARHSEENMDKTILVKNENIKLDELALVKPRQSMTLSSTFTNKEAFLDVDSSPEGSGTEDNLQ
* marks the source's active call; other numbers are inactive results; i = inactive; / = not tested or not shown.

Fields: Kir21 inh	KCNQ2 inh	CHT block
1	O=C(c1cccc2c1C(=O)N(Cc1cccnc1)C2)N1CCN(c2ccccc2)CC1
 : 0	i	i
2	CC1CCN(CC(CS(=O)(=O)c2ccc([N+](=O)[O-])cc2)N2CCC(C)CC2)CC1 (stereo not given)
 : 1	i	i
3	O=S(=O)(NCCCCCNS(=O)(=O)c1ccc(F)cc1)c1ccc(F)cc1
 : -0.14	i	i
4	COc1ccc2nc(NC(=O)C3CC(=O)N(c4ccccc4)C3)sc2c1 (stereo not given)
 : -0.41	i	i
5	O=C(O)Cn1ccc2cc(S(=O)(=O)N3CCCCCC3)ccc21
 : -0.24	i	i
6	O=C(/C=C/NNC(=O)c1ccc(Br)cc1)c1ccccc1
 : -0.89	i	i
7	CCN(C(=O)c1cc2c(=O)n3ccccc3nc2n1CCCOC)C1CCCCC1
 : -0.99	i	-4.99*
8	Cc1ccc(S(=O)(=O)N2CCCOC2CNC(=O)C(=O)NCCN2CCOCC2)cc1 (stereo not given)
 : -1.14	i	i
9	O=C(NCC(=O)N1CCC(N2CCCCC2)CC1)C1CCCCC1
 : 0.06	i	i
10	O=S(=O)(c1ccccc1)N1CCN(S(=O)(=O)N2CCCCCC2)CC1
 : 0.58	i	i
11	Cc1ccc(C(=O)N/N=C\c2cccs2)cn1
 : 1.36	i	i
12	O=C(Nc1ccc2nc3n(c(=O)c2c1)CCCCC3)c1ccccc1Cl
 : 0.43	i	i
13	COc1ccc(C(C)=O)cc1COC(=O)c1cc(C)oc1C
 : -0.07	i	i
14	CCOCCCNC(=O)CN1C(=O)COc2ccc(S(=O)(=O)N3CCOCC3)cc21
 : -0.2	i	i
15	Cc1ccc(CNc2nc3c([nH]2)c(=O)n(C)c(=O)n3C)cc1
 : 0.12	i	i
16	CC(=O)n1cc([C@@H]2C=C(C(=O)N3CCN(Cc4ccc5c(c4)OCO5)CC3)O[C@H](OCCCCO)C2)c2ccccc21
 : -0.1	i	i
17	O=C(CSc1nc(-c2ccccc2)nc2c1CCCC2)N1CCOCC1
 : 2.37	i	i
18	O=C(Nc1ccc(S(=O)(=O)N2CCOCC2)cc1)C1CC(=O)N(c2ccc(F)cc2)C1 (stereo not given)
 : -0.45	i	i
19	N#C/C(=C/c1ccc(-c2ccccc2[N+](=O)[O-])o1)C(=O)NCCN1CCCCC1
 : 0.9	i	i
20	COCCNC(=O)C(OC(=O)c1nsc(Cl)c1Cl)C(C)C (stereo not given)
 : 0.14	i	i
21	CCCOP(=O)(OCCC)C(NC(=O)C(C)(C)C)c1ccccc1 (stereo not given)
 : 0.45	i	i
22	CCC(=O)Nc1c(-c2ccc(C)cc2)c(=O)c2ccccc2n1C
 : -1.56	i	i
23	COc1ccc(N2CCN(C(=O)CCN3C(=O)C4C5C=CC(C5)C4C3=O)CC2)cc1 (stereo not given)
 : 0.46	i	i
24	CCN1CCc2c(OCc3ccc(C)cc3)cccc2C1=O
 : -1.39	i	i
25	O=C(Nc1ccc(N2CCCC2)c(Cl)c1)c1cccnc1
 : -0.09	i	i
26	COc1ccc(CNC2CCCc3ccccc32)cc1OC (stereo not given)
 : 0.25	i	i
27	COc1ccc(OCCNC(=O)C(c2ccccc2)c2ccccc2)cc1
 : 0.48	i	i
28	COc1ccc(N2CCN(CC(=O)Nc3nc(C)cs3)CC2)cc1
 : 0.33	i	i
29	O=C(NCc1ccc2c(c1)OCO2)C1CCN(S(=O)(=O)c2ccc(F)cc2)CC1
 : -0.01	i	i
30	Cc1ccc(C)c(NC(=O)C2CC(O)CN2C(=O)OCc2ccccc2)c1 (stereo not given)
 : 0.13	i	i
31	COc1ccc(N2C(=O)C3[C@@H](C2=O)C2(Cl)C(Cl)=C(Cl)C3(Cl)C2(OC)OC)cc1 (stereo not given in full)
 : 1.71	i	i
32	OC1(Cc2ccccc2)CCNCC1
 : 0.5	i	i
33	CCCC(=O)N(CCN1CCOCC1)c1nc2c(C)ccc(C)c2s1
 : 0.59	i	i
34	COc1cccc(OC)c1OCCNCCO
 : -1.17	i	i
35	Cc1cccc(Oc2cnn(C(C)(C)C)c(=O)c2Cl)c1
 : -0.19	i	i
36	CCCN1CCC(NC(=S)Nc2ccc(S(N)(=O)=O)cc2)CC1
 : -0.11	i	i
37	CC(O)[C@H]1CNC(=O)C(=O)N1CCc1cc(C(F)(F)F)cc(C(F)(F)F)c1 (stereo not given in full)
 : 0.4	i	i
38	COc1cccc(C(=O)OCCN2CCOCC2)c1
 : 2.13	i	i
39	CCCc1ccc2oc(C(=O)N3CCC(O)CC3)c(C)c2c1
 : 0.08	i	i
40	Cc1nc(COc2ccccc2Cl)sc1-c1ccnc(N)n1
 : 1.15	i	i
41	COc1ccc(/C=N\NC(=O)CNC(=O)C2COc3ccccc3O2)cc1[N+](=O)[O-] (stereo not given)
 : 0.96	i	i
42	COc1ccc(S(=O)(=O)N2CCOC2CNC(=O)C(=O)NCCc2ccc(S(N)(=O)=O)cc2)cc1 (stereo not given)
 : 0.49	i	i
43	Cc1cccc(N(CC(=O)NC2CCCCC2)C(=O)CCC(=O)Nc2nccs2)c1
 : -1.34	i	i
44	CC1(c2ccc3noc(-c4cccc(F)c4)c3c2)OCCO1
 : -0.53	i	i
45	Cc1ccc(C)c(-c2cc(C(=O)NN3CCOCC3)c3ccccc3n2)c1
 : 1.15	i	i
46	CC1CCN(C(=O)Cn2cc(S(=O)(=O)CC(=O)N3CCOCC3)c3ccccc32)CC1
 : 3.37	i	i
47	COC(=O)c1ccc2c(c1)C(=O)/C(=C/c1ccc(C)cc1)O2
 : -0.53	i	i
48	COc1cc([N+](=O)[O-])cc(/C=N/NC(=O)c2ccc(C)nc2)c1O
 : 0.46	i	i
49	Cn1cnc([N+](=O)[O-])c1Sc1ccc(C(C)(C)C)cc1
 : -1.26	i	i
50	O=C(NCc1ccc2c(c1)OCO2)c1ccc2c(=O)n(C3CCCC3)c(=O)[nH]c2c1
 : -1.16	i	i
51	COCCCn1c(=O)/c(=C\c2cccc(OC)c2OC)s/c1=C(/C#N)C(=O)Nc1ccc(C(=O)O)cc1
 : 1.92	i	i
52	O=C(NC1CCOc2ccccc21)c1ccc(=O)[nH]c1 (stereo not given)
 : 0.75	i	i
53	COC(=O)c1cc(OC(=O)c2ccc(=O)[nH]c2)cc(C(=O)OC)c1
 : 0.34	i	i
54	CC(=O)C1=C(C)N(Cc2ccccc2)C(=O)N[C@H]1c1cccs1
 : 0.14	i	i
55	N/C(=N\OC(=O)c1ccccc1Cl)c1ccccc1
 : -0.77	i	i
56	COCCNC(=O)CN(Cc1ccco1)C(=O)CCC(=O)Nc1nccs1
 : 2.38	i	i
57	COc1ccc(-c2nnn(CC(=O)N(Cc3ccco3)C(C(=O)NCC3CCCO3)c3ccco3)n2)cc1 (stereo not given)
 : 0	i	i
58	CCc1c(C(=O)NC(C)C2CCCO2)csc1C (stereo not given)
 : 0	i	i
59	COc1ccc(CNC(=O)CN(Cc2ccccc2)C(=O)c2csnn2)cc1
 : -0.24	i	i
60	CCCc1cn(S(=O)(=O)c2ccc(OC)cc2OC)nc1N
 : -1.13	i	i

Reformatted with bars between the fields: entries from further up.
No. | Structure | Kir21 inh | KCNQ2 inh | CHT block
37 | CC(O)[C@H]1CNC(=O)C(=O)N1CCc1cc(C(F)(F)F)cc(C(F)(F)F)c1 (stereo not given in full) | 0.4 | i | i
38 | COc1cccc(C(=O)OCCN2CCOCC2)c1 | 2.13 | i | i
39 | CCCc1ccc2oc(C(=O)N3CCC(O)CC3)c(C)c2c1 | 0.08 | i | i
40 | Cc1nc(COc2ccccc2Cl)sc1-c1ccnc(N)n1 | 1.15 | i | i
41 | COc1ccc(/C=N\NC(=O)CNC(=O)C2COc3ccccc3O2)cc1[N+](=O)[O-] (stereo not given) | 0.96 | i | i
42 | COc1ccc(S(=O)(=O)N2CCOC2CNC(=O)C(=O)NCCc2ccc(S(N)(=O)=O)cc2)cc1 (stereo not given) | 0.49 | i | i

Later entries.
Fields: Kir21 inh	KCNQ2 inh	CHT block
61	COc1cc2c(cc1OC)CC(=O)N(C)CC2
 : 1.84	i	i
62	O=C(CN1C(=O)NC2NC(=O)NC21)N/N=C/c1ccc(F)cc1 (stereo not given)
 : 1.49	i	i
63	COc1ccccc1CC(=O)Nc1ccc2nc(C)sc2c1
 : 0.92	i	i
64	CCN(CC)CCCNC(=O)Cn1cnc2sc(C)c(S(=O)(=O)N3CCC(C)CC3)c2c1=O
 : 0.01	i	i
65	COCCNC(=O)CN1CCN(C(c2ccccc2)c2ccccc2)CC1
 : 0.56	i	i
66	COc1cccc(NC(=O)c2cc(-c3ccncc3)nc3c(C)cc(C)cc23)c1
 : 0.98	i	i
67	CCOc1ccc(CNc2ccc(N3CCN(Cc4ccccc4)CC3)cc2)cc1
 : 2.06	i	i
68	COc1ccc2c(C)c(CCC(=O)NC3CC3)c(=O)oc2c1
 : 0.97	i	i
69	CCOC(=O)c1c(S(=O)(=O)N2CCN(c3ccc(F)cc3)CC2)c(C)n(C)c1C
 : 0.02	i	i
70	COc1cc(NC(=O)C2=C(N3CCOCC3)/C(=C\c3ccc(Cl)cc3Cl)CC2)cc(OC)c1OC
 : -0.94	i	i
71	CC(=O)NCc1cc(-c2ccc(Cl)cc2)no1
 : 2.14	i	i
72	Cc1c(Cl)cccc1N1C(=O)CC(NNC(=O)c2cccs2)C1=O (stereo not given)
 : 2.92	i	i
73	O=c1[nH]cc(COCC(F)CCl)c(=O)[nH]1 (stereo not given)
 : -1.49	i	i
74	O=C1COc2ccc(S(=O)(=O)NCCc3ccc(Cl)cc3)cc2N1
 : -1.4	i	i
75	Cn1c2c(c(=O)n(C)c1=O)NC1(N2)C(=O)Nc2ccccc21 (stereo not given)
 : -0.31	i	i
76	C=CCN(C(=O)c1csnn1)C(C(=O)NC1CCCC1)c1cccs1 (stereo not given)
 : 1.78	i	i
77	COc1ccc(/C=C/C(=O)N2CCNC(=O)C2)c(OC)c1
 : -0.02	i	i
78	O=C(CC1C(=O)NCCN1C(=O)Nc1ccc(F)cc1F)Nc1ccc(F)cc1 (stereo not given)
 : 0.66	i	i
79	Cc1ccc(S(=O)(=O)Nc2cc(C)c(O)c(S(=O)(=O)c3ccc(C)cc3)c2)cc1
 : -0.68	i	i
80	Cc1ccc(S(=O)(=O)NC(C)C(=O)Nc2ccc3c(c2)OCO3)cc1 (stereo not given)
 : -1.89	i	-9.02*
81	Cc1ccc(N=C2C(=O)Nc3c(C)cccc32)cc1
 : 0.85	i	i
82	Nc1cc(C(=O)OCC(=O)NCc2ccco2)ccc1Cl
 : -0.51	i	i
83	Nc1nc2nc[nH]c2c(=O)[nH]1
 : -1.14	i	i
84	COc1ccc(OCC(=O)N/N=C/c2ccncc2)cc1
 : 0.05	i	i
85	C#CCOCCOCCOCCNc1nc(OC)nc(N2CCN(C(=O)[C@H](CCCCN)n3cc(C(N)CO)nn3)CC2)n1 (stereo not given in full)
 : 0.23	i	/
86	CC1=C(C(=O)NC2CC(C)(C)Cc3c2cnn3-c2ccc(C)cc2)OCCO1 (stereo not given)
 : -0.01	i	i
87	Cc1cccc(NC(=S)NC2CCCCCC2)c1C
 : 0.35	i	i
88	Cn1c(=O)n(C)c2cc([N+](=O)[O-])c(N3CCN(CCO)CC3)cc21
 : 0.26	i	i
89	COc1ccc(CCN2C(=O)C3C4CC(C5C(C(N)=O)=NOC45)C3C2=O)cc1OC (stereo not given)
 : -0.13	i	i
90	C=C(C)C(=O)Nc1nnc(-c2cccs2)s1
 : 0.33	i	i
91	O=C(NC(=S)NCc1ccccc1)c1ccc(Br)o1
 : -1.41	i	i
92	COc1cc(/C(C)=N/NC(=O)C(O)(c2ccccc2)c2ccccc2)ccc1O
 : 0.23	i	i
93	C=CCc1ccc(OCc2ccc(C(=O)Nc3ccc(NC(C)=O)cc3)o2)c(OC)c1
 : -0.08	i	i
94	CC1CN(C(=O)c2cc(S(=O)(=O)N3CCN(c4ccccc4)CC3)ccc2Cl)CC(C)O1 (stereo not given)
 : 0.77	i	i
95	CCN(CC)S(=O)(=O)c1cc(NS(=O)(=O)c2cccc(Cl)c2)ccc1C
 : -1.27	i	i
96	Cc1cccc2cc(COC(=O)c3ccco3)c(=O)[nH]c12
 : -0.72	i	i
97	O=C(O)C1=C[C@@H](C2CCCCC2)C[C@@H](OCc2ccc(CO)cc2)O1
 : 0.15	i	i
98	CN(C)c1ccc(C2CNC(c3ccc(Cl)c([N+](=O)[O-])c3)c3[nH]c4ccccc4c32)cc1 (stereo not given)
 : 1.42	i	i
99	CNC(=O)c1sc(=S)n(-c2ccc(OC)cc2)c1N
 : -0.19	i	i
100	N#Cc1ccc(NC(=O)c2cccs2)nc1
 : 1.92	i	i
101	Cc1nc(NC(=O)/C=C/c2ccccc2)sc1C(=O)N1CCCCC1
 : 0.92	i	i
102	COc1cc(C(O)c2nc3ccccc3s2)cc(OC)c1OC (stereo not given)
 : -0.28	i	i
103	COc1ccc(Cl)cc1S(=O)(=O)N1CCN(C(=O)c2ccco2)CC1
 : -1.49	i	i
104	COc1ccc(Cn2nnnc2C(c2ccccc2Cl)N2CCN(C)CC2)cc1 (stereo not given)
 : 0.18	i	/
105	Cc1ccc(OCC(=O)NNC(=O)CCC(=O)NCc2ccccc2)cc1
 : -0.06	i	i
106	O=C(Nc1nc2ccccc2s1)c1ccc(N2CCCCC2)c([N+](=O)[O-])c1
 : 0.03	i	i
107	Cc1c(CCOC(=O)CC23CC4CC(CC(C)(C4)C2)C3)sc[n+]1CC(=O)c1ccccc1
 : -2.28	-7.85*	i

Not a hit list; overall some 2.6% were active at least once.
